Lamin A splicing: qHTS Assay for Modulators of Lamin A Splicing; HeLa LMNA splicing GFP/RFP minigene ratio, 48 h; Potency, µM (top dose mostly 46.1 µM), for the others: at the highest dose ratio change, negative = inhibition, hits mostly inhibitors; hit rate 0.01% among 200,000; active means well fitted inhibition curve with a large enough effect in the signal ratio, with a control signal flat, not every such curve was filed as active; inconclusive means small, poorly fitted or top-dose-only effect, or effect the other way, or a change in a side signal; the % refers to the signal ratio; further: potency means the concentration at half of the fitted maximal effect; on the % scale 0 is the no-effect control and ±100 the full control effect
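S3 HeLa stable clones carrying a lamin A-EGFP splicing minigene plus DsRed2 were seeded at 600 cells/well in Opti-MEM with 2% FBS, pin-dosed and incubated 48 h at 37°C. Acumen cytometry (488 nm) gave the GFP/RFP total-intensity ratio.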
GAA inhib: qHTS Assay for Inhibitors of Human alpha-Glucosidase as a Potential Chaperone Treatment of Pompe Disease | Potency, µM (titrated, usually from 76.9 µM), for inactives: at the highest dose activity change, negative = inhibition, usual class: inhibitors | hit rate 0.005% among 200,000 | AID 1466, 2008 | purified human GAA, 4-MU-alpha-glucoside fluorescence;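 further: potency means the concentration at half of the fitted maximal effect; plate controls were uninhibited enzyme wells for no effect and no-enzyme background for full effect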
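Activity normalized between no-enzyme (basal) and enzyme-only wells. Conditions: 4 nM human enzyme, 400 uM fluorogenic substrate, citrate/phosphate pH 5.0 with Tween-20, 20 min room temperature, compounds up to 77 uM.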
GAA glycogen: qHTS Assay for Inhibitors and Activators of Human alpha-Glucosidase Cleavage of Glycogen; Lysosomal alpha-glucosidase (Homo sapiens), P10253; recombinant GAA, glycogen substrate, Amplex Red glucose oxidase fluorescence; Potency, µM (titrated, usually from 76.4 µM), for the others: at the highest dose activity change, negative = inhibition, hits mostly inhibitors; hit rate 0.38% among 300,000;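 further: potency means the concentration at half of the fitted maximal effect; 0% = full enzyme reaction and -100% = no-enzyme basal signal; the screen sought inhibitors and activators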
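qHTS, 1536-well; enzyme 4 nM final; cpd up to 77 uM; substrate bovine liver glycogen 30 ug; 50 mM citrate/phosphate pH 5.0, 0.01% Tween-20; 37 C, 40 min; Amplex Red detection 45 min RT; Hill fit → AC50.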
HTT ATP protect: qHTS Multiplex Assay to Identify Dual Action Probes in a Cell Model of Huntington: Cytoprotection (ATP); PC12 HTT-Q103 induced, cytoprotection, ATP luminescence, 40 h; Potency, µM (top dose mostly 56.4 µM), without a hit: cytoprotection (ATP increase), hits mostly activators; hit rate 0.14% among 230,000; AID 1471, 2008;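 further: potency means the concentration at half of the fitted maximal effect; % of control where 0% means no effect; nearly all actives have a fitted effect of over 45% in size; toxic huntingtin expression switched on by the ecdysone agonist tebufenozide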
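Quantitative HTS on tebufenozide-induced (100 nM) PC12 cells expressing HTTQ103 exon 1–GFP; compounds tested as a concentration series; survival measured via cellular ATP.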
aGlu spleen mod: qHTS Assay for Inhibitors and Activators of Human alpha-Glucosidase From Spleen Homogenate; Lysosomal alpha-glucosidase (Homo sapiens), P10253; human spleen homogenate, 4-MU-alpha-glucoside fluorescence; Potency, µM (doses to about 79.9 µM), for the others: at the top dose activity change, negative = inhibition, usual class: inhibitors; hit rate 0.006% among 240,000; AID 2112, 2009;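 further: potency means the concentration at half of the fitted maximal effect; 0% = enzyme with vehicle and -100% = no enzyme basal signal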
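AC50 values come from Hill-equation fits of concentration-response data, normalized to no-enzyme and full-activity controls. Enzyme source: 1 ug human spleen homogenate; 1 mM fluorogenic 4-MU glucoside, pH 5.0 citrate buffer, 37 C, 40 min.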
CBFb RUNX1 block: qHTS Assay for Compounds Blocking the Interaction Between CBF-beta and RUNX1 for the Treatment of Acute Myeloid Leukemia; 230,000 tested, under 10 active; Potency, µM (top dose mostly 59.8 µM), without a hit: at the top dose activity, negative = inhibition, hits mostly inhibitors; AlphaScreen CBFb-His/RUNX1-biotin binding, biochemical; further: % of control where 0% means no effect
Target sequence (Q01196 whole entry, looked up): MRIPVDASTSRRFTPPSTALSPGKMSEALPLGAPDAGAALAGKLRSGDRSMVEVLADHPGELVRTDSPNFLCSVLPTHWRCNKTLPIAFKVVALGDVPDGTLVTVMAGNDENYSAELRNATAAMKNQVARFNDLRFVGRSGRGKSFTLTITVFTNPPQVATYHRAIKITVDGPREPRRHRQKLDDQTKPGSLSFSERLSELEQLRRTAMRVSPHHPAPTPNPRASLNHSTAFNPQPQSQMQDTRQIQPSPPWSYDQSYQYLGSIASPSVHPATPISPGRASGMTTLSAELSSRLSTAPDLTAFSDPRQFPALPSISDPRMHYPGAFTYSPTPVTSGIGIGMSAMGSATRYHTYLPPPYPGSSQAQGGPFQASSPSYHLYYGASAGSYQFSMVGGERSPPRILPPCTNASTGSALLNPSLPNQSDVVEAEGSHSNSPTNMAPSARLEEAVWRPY
Target sequence (Q13951 whole entry, looked up): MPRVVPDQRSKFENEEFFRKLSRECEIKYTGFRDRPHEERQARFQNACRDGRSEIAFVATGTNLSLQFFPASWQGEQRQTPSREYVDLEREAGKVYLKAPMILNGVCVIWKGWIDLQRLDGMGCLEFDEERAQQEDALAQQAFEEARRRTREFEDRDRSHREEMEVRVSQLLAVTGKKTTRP
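Bead-based AlphaScreen assay; binding partners His-tagged CBF-beta and biotinylated RUNX1 at 30 nM each. Compound exposure 15 min after a 20-min protein preincubation; bead step 90 min; all steps at room temperature.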
HttQ103 aggreg: qHTS Multiplex Assay to Identify Dual Action Probes in a Cell Model of Huntington: Aggregate Formation (GFP); Potency, µM (titrated, usually from 46.1 µM), for inactives: top-dose activity change, negative = inhibition, hits mostly inhibitors; AID 1688, 2009; PC12 HttQ103-GFP aggregates, Acumen cytometry, 40 h; hit rate 1.1% among 220,000; further: potency means the concentration at half of the fitted maximal effect; on the % scale 0 is the no-effect control and ±100 the full control effect; nearly all actives have a fitted effect of over 60% in size
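Inducible Q103 Huntingtin exon 1–GFP PC12 line, 1500 cells/well in phenol red free DMEM with 5% equine and 5% calf serum. Tebufenozide 100 nM induced expression; compounds titrated; aggregates quantified by cytometry.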
Starred values were filed as active, the others as inactive; u = inconclusive; x = not tested or not shown; [ ] = another dose, or the depositor's remark. Unless noted, the call rests on the fitted dose curve; in most records, active means well fitted curve in the direction sought with a large enough effect; inconclusive means small, poorly fitted or top-dose-only effect, or another doubt; inactive means no such curve, though single readings can be large; an effect the other way counts as inactive or inconclusive. Compounds as they come (roughly 1.5% active in at least one column).

SMILES	HTT ATP protect	Lamin A splicing	HttQ103 aggreg	CBFb RUNX1 block	aGlu spleen mod	GAA inhib	GAA glycogen
CCOCCCNC(=O)c1ccc(OC(C)=O)cc1	7%	-3%	-4%	7%	-18%	-8%	2%
COCCCNC(=O)/C(=C\c1cccn1C)NC(=O)c1cccs1	29%[10 µM]	-2%	-10%	-8%	-2%	-3%	-4%
Cc1ccc2oc(-c3cccc(NC(=O)C4CCCO4)c3)nc2c1 (stereo not drawn)	-36%[10 µM]	-6%	-17%	2%	-11%	-9%	-7%
COC(=O)Cc1[nH]n(-c2nc3ccccc3s2)c(=O)c1C(C)=Nc1ccc(OC)cc1	16%[10 µM]	x	-5%[9.22 µM]	-1%	15%	x	u
CC(C)(C)C1CCC2(CC1)Nc1cccc3cccc(c13)N2	4%	-7%	8%	0%	-1%	u	12%
Cc1ccc(C(C(=O)NC2CCCCC2)N(Cc2ccco2)C(=O)C2COc3ccccc3O2)o1 (stereo not drawn)	-32%	2%	25%	8%	-5%	-10%	10%
COc1cccc(/C=C/C(=O)OCC(=O)Nc2cc(S(=O)(=O)N3CCOCC3)ccc2C)c1	-38%[inhibitor]	x	-8%	-3%	0%	0%	3%
Cc1cccc(C)c1-n1nnnc1-c1cnccc1C(F)(F)F	-1%[10 µM]	x	5%[9.22 µM]	5%	-4%	-1%	-3%

Gathered by group: the entries above with nitrogen in an aromatic ring (4)
SMILES	HTT ATP protect	Lamin A splicing	HttQ103 aggreg	CBFb RUNX1 block	aGlu spleen mod	GAA inhib	GAA glycogen
COCCCNC(=O)/C(=C\c1cccn1C)NC(=O)c1cccs1	29%[10 µM]	-2%	-10%	-8%	-2%	-3%	-4%
Cc1ccc2oc(-c3cccc(NC(=O)C4CCCO4)c3)nc2c1 (stereo not drawn)	-36%[10 µM]	-6%	-17%	2%	-11%	-9%	-7%
COC(=O)Cc1[nH]n(-c2nc3ccccc3s2)c(=O)c1C(C)=Nc1ccc(OC)cc1	16%[10 µM]	x	-5%[9.22 µM]	-1%	15%	x	u
Cc1cccc(C)c1-n1nnnc1-c1cnccc1C(F)(F)F	-1%[10 µM]	x	5%[9.22 µM]	5%	-4%	-1%	-3%

(cont.)
SMILES	HTT ATP protect	Lamin A splicing	HttQ103 aggreg	CBFb RUNX1 block	aGlu spleen mod	GAA inhib	GAA glycogen
Cc1ccsc1C1C2=C(CC(C)(C)CC2=O)Nc2ncnn21 (stereo not drawn)	-9%	2%	11%	-2%	7%	u	2%
Fc1ccc(C2=NNC(=NCc3ccccc3)SC2)cc1F	u	x	-6%	-18%	3%	-6%	-26%
COC(=O)CNC(=O)COC(=O)/C=C/c1ccc(F)cc1	3%[10 µM]	-15%[46 µM]	0%	11%	2%	-1%	11%
O=S(=O)(/N=C(/Nc1ccccc1)c1ccccc1O)c1ccccc1	-13%	x	-21%	5%	-5%	1%	-2%
CCOC(=O)/C(=C\c1ccccc1)C(=O)c1cc(C(C)=O)c(Nc2ccccc2)s1	-93%[inhibitor]	u	-88%	-14%	-7%	-9%	-3%
O=C1CCC(=O)N1OCCCOc1ccc2c(c1)CCC2	10%	-11%	-19%	-15%	1%	-9%	5%
CC(CC(=O)O)CC(=O)NNC(=O)c1cccc(Br)c1 (stereo not drawn)	-19%	24%[46 µM]	u	1%	0%	-8%	3%
COc1ccc(C)cc1NC(=O)c1cnc2sccn2c1=O	4%[10 µM]	u	16%	9%	4%	4%	3%
CC(NC(=O)Cn1nc(C(=O)O)c2ccccc2c1=O)c1ccccc1 (stereo not drawn)	4%[10 µM]	-10%	1%	4%	3%	1%	7%
CN(C)c1nc(SCc2ccccc2)nc(N2CCOCC2)n1	-47%[inhibitor]	9%	-11%	-1%	-3%	-3%	6%
CS(=O)(=O)N1CCN(c2ccc(NC(=O)CSc3ccc(Cl)cc3)cc2)CC1	-10%	-2%	24%	0%	-4%	u	5%
CC(=O)Nc1sc(C)c(C)c1C(=O)OCC(=O)Nc1cc(S(C)(=O)=O)ccc1Cl	5%[10 µM]	x	8%[9.22 µM]	-7%	2%	-4%[15.4 µM]	5%
Cc1cc(Cl)ccc1NC(=S)NCCC(c1ccccc1)c1ccccc1	13%[10 µM]	u	u	3%	2%	-4%	-10%
CN=C(c1ccc([N+](=O)[O-])cc1)N1CCCCC1	x	x	7%	5%	8%	1%	-5%
CC(=O)NCCNc1ncnc2ccc(-c3ccccc3C)cc12	-48%[inhibitor]	u	x	x	10%	x	x
CC(Nc1ccc(F)cc1F)C(=O)NC(=O)NC1CCCCC1 (stereo not drawn)	-11%[10 µM]	-5%[46 µM]	0%	4%	-11%	-6%	2%
CCOc1ccc(C(=O)C[n+]2ccc(C(=O)NCc3ccccc3)cc2)cc1	-16%	-20%[46 µM]	-2%	1%	-11%	5%	-4%
Cc1cccc(C(=O)NCCN2CCN(c3ccccc3)CC2)c1	-17%	0%	30%	9%	1%	7%	-8%
COc1cc(CNCc2ccccn2)ccc1OCc1cccc(Cl)c1	-15%	-6%	-29%	-22%	1%	-3%	2%
Cc1ccc(CNC(=O)COC(=O)c2cc3c(s2)CCC(C)C3)cc1 (stereo not drawn)	3%[10 µM]	-8%	0%	-1%	-2%	1%	-6%
COc1cccc(NC(=O)c2ccc(NC(C)=O)cc2)c1	-13%	4%	-20%	-2%	-1%	-2%	5%
CCN(CC)c1ccc(C=Nc2cc(C)ccc2C)c(O)c1	x	1%	-14%	u	2%	-10%	-11%
O=C(Nc1ccc2snnc2c1)N1CCN(c2ccccc2)CC1	-4%	u	-3%[9.22 µM]	1%	-3%	1%	-13%
O=C(Nc1scc(-c2ccc(F)cc2)c1C(=O)O)c1ccco1	-51%[inhibitor][10 µM]	1%	-9%	0%	-7%	-2%	-3%

Profiles as entered above. Order of screens: HTT ATP protect | Lamin A splicing | HttQ103 aggreg | CBFb RUNX1 block | aGlu spleen mod | GAA inhib | GAA glycogen
Shown for CC(=O)NCCNc1ncnc2ccc(-c3ccccc3C)cc12 : -48%[inhibitor] | u | x | x | 10% | x | x
Shown for Fc1ccc(C2=NNC(=NCc3ccccc3)SC2)cc1F : u | x | -6% | -18% | 3% | -6% | -26%
Shown for CS(=O)(=O)N1CCN(c2ccc(NC(=O)CSc3ccc(Cl)cc3)cc2)CC1 : -10% | -2% | 24% | 0% | -4% | u | 5%
Shown for CC(Nc1ccc(F)cc1F)C(=O)NC(=O)NC1CCCCC1 (stereo not drawn) : -11%[10 µM] | -5%[46 µM] | 0% | 4% | -11% | -6% | 2%

The results go on.
SMILES	HTT ATP protect	Lamin A splicing	HttQ103 aggreg	CBFb RUNX1 block	aGlu spleen mod	GAA inhib	GAA glycogen
CN(C)NC(=O)C(NC(=O)c1ccccc1)C12CC3CC(CC(C3)C1)C2 (stereo not drawn)	-9%	x	-11%	4%	0%	0%	3%
Cc1ccc(NC(=S)NC(=O)c2c(-c3ccccc3Cl)noc2C)cc1	16%	-12%	20%	2%	-6%	u	-18%
COc1ccc2c(c1)c(CC(=O)O)c(C)n2Cc1ccc(Cl)cc1	19%[1.9 µM]	u	x	6%	-17%	x	x
COc1cc(/C=N\NC(=O)c2ccc(=O)[nH]n2)cc(OC)c1OC	u	0%[0.0737 µM]	10%	0%	-2%	6%	-7%
CC(C)(C)CC(=O)NCCc1csc(-c2ccccc2)n1	-9%[10 µM]	x	12%[9.22 µM]	7%	-2%	x	-2%
COc1ccc(C(=O)SC2=NCCS2)cc1OC	-8%[10 µM]	0%	13%	1%	3%	-13%	8%
Cc1cccc(N2CCN(C(=O)c3ccncc3)CC2C)c1 (stereo not drawn)	-13%	u	-1%	3%	4%	-5%	0%
Cc1ccc(S(=O)(=O)c2cnc(-c3ccccc3)nc2N2CCN(C)CC2)cc1	-38%[inhibitor]	x	-9%	-2%	1%	-5%	-4%
COc1cccc2cc(-c3csc(CCn4nc(C)cc4C)n3)c(=O)oc12	-11%	u	u	0%	-2%	0%	-7%
Cc1ccc(S(=O)(=O)N/N=C/c2ccc(OC3CSC3)cc2)cc1	-21%	12%	-3%	-1%	-4%	-5%	8%
CCOC(=O)/C(=N\Nc1cccc(C(F)(F)F)c1)N1CCOCC1	-12%	20%[46 µM]	3%	-4%	-2%	-4%	u
Cc1cc(=O)[nH]c(SCC(=O)NCCC2=CCCCC2)n1	7%	u	-23%	1%	8%	4%	1%
O=C(O)CC(NC(=O)C1c2ccccc2Oc2ccccc21)c1ccc(OC2CCCC2)cc1 (stereo not drawn)	5%	x	2%	1%	3%	-2%	3%
CCN1C(=O)/C(=C/N2CCc3ccccc3C2)SC1=S	-35%[10 µM]	x	-7%[9.22 µM]	16%	-3%	x	-6%
O=C(CN1CCN(C(=O)C2COc3ccccc3O2)CC1)Nc1ccccc1 (stereo not drawn)	-6%[10 µM]	x	9%[9.22 µM]	2%	1%	-7%[15.4 µM]	1%
COc1cccc(OC)c1OCCCCn1cnc2ccccc2c1=O	x	x	x	4%	-1%	6%	7%
CSc1nnc(CSc2cc(C)nc(N(C)C)n2)o1	-9%[0.074 µM]	4%	23%	10%	-2%	2%	4%
N#Cc1nc(Cc2ccccc2)oc1N1CCC(Cc2ccccc2)CC1	-20%	u	u	u	-1%	-3%	-9%
